ADAM10 inh: inhibitors of human ADAM10. recombinant ADAM10, EDANS/DABCYL FRET peptide cleavage, 3 h. inhibition, % at 7 µM. 370,000 compounds, 0.62% hits;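 active means inhibition above a per-campaign cutoff equal to the mean of compounds falling between control-based bounds plus 3 SD, cut at about 20% in these data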;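 further: 0% = DMSO wells while the 100% control is not disclosed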
ASAP1 inh: blocks human ASAP1-stimulated Arf1 GTP hydrolysis; Q9ULH1; inhibition, % at 16.5 µM; GDP FP detection; 360,000 compounds, 0.19% hits; AID 624377; in the data active means inhibition above about 25%;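 further: 0% = vehicle with enzyme and substrate and 100% = no enzyme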
SIAE inh: blocks human sialic acid acetylesterase; Q9HAT2; SIAE FP-Rh probe binding, fluorescence polarization; inhibition, % at 9.66 µM; 370,000 compounds, 0.69% hits; AID 1053197;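 active means inhibition above a cutoff: mean of compounds within the control limits plus 3 SD of those, cut at about 17% in these data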;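 further: 0% = plate median of compound wells and 100% = probe without SIAE protein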
PLCb3 inh: PLC-beta3 (human) inhibition, primary screen; Q01970; Purified PLC-beta3, fluorogenic substrate, fluorescence; inhibition, % at 12.2 µM; 370,000 compounds, 0.18% hits; in the data active means inhibition above about 11%;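 further: 0% = median of compound wells on plate and 100% = full blocker control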
ARFGAP1 inh: rat ARFGAP1 inhibition; Q62848; Arfgap1-stimulated ARF1 GTP hydrolysis, GDP FP detection; inhibition, % at 16.5 µM; 360,000 compounds, 0.26% hits; AID 651572;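 active means inhibition above a per-plate limit, mean inhibition of low control wells plus 3 SD, cut at about 25% in these data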;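 further: 0% = DMSO wells with enzyme and 100% = wells lacking Arfgap1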
Target sequence (Q62848 1-136 limits assumed): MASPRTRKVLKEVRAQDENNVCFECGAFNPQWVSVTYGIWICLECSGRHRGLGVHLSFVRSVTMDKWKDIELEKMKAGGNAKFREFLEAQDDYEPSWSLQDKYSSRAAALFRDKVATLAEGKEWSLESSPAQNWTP
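System: truncated rat Arfgap1 GAP domain / Benchmarks: high control wells lacking Arfgap1, low control full reaction with DMSO / Times: compound-enzyme preincubation 20 min, reaction 120 min, detection 60 min, 25 °C / Repeats: one replicate per compound / Also added: human ARF1(Δ1-17)-GTP substrate / Measured by: Tracer-displacement fluorescence polarization with EDTA stop, 620/688 nm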
PLC-gamma1 inh: blocks human PLC-gamma1 enzyme activity; purified PLC-gamma1, fluorogenic substrate, fluorescence; P19174; 370,000 compounds, 0.84% hits; inhibition, % at 12.2 µM; in the data active means inhibition above about 9.5%
ADAM17 inh: ADAM17 inhibition, QFRET primary screen; P78536; recombinant ADAM17, EDANS/DABCYL FRET peptide cleavage; inhibition, % at 6.95 µM; 370,000 compounds, 0.83% hits; AID 720648;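 active means inhibition above the mean of compounds lying between control limits plus 3 SD, set per campaign, cut at about 8.5% in these data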;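 further: 0% = DMSO-only wells as the low control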
TDP2 inh: blocks human TDP2 phosphodiesterase activity; O95551; recombinant TDP2, T5PNP hydrolysis, p-nitrophenol absorbance 415 nm; inhibition, % at 12.8 µM; 370,000 compounds, 0.34% hits;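 active means inhibition above the mean of all tested compounds plus 3 SD, set per campaign, cut at about 25% in these data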;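 further: 0% = DMSO with enzyme and 100% = buffer with substrate but no TDP2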
Target sequence (O95551 whole entry, looked up): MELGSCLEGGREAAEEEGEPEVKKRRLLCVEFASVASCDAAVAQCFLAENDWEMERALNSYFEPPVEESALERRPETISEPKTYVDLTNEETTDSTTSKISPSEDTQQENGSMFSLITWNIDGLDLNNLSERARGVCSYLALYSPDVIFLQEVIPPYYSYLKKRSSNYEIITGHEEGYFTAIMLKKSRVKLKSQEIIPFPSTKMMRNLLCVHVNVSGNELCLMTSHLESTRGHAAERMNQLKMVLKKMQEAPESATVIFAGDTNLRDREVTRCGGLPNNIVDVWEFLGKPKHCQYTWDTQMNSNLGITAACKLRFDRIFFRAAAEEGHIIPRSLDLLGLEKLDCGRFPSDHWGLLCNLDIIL
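System – recombinant human TDP2 · Amount – 120 nM TDP2 per well · Buffer or medium – Mg2+-containing Tris-HCl buffer, pH 7.5 · Reagent – T5PNP substrate, 5 mM · Dosing – 12.8 µM single point, 1% DMSO · Incubation – 2 h at 37 °C · Measured by – epi absorbance · Read-out basis – percent inhibition · Benchmarks – high control without enzyme, low control DMSO plus TDP2 · Repeats – singlicate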
DDE Tn7 FP inh: disrupts Tn7 cyclic peptide binding to fibrin D-Dimer-E complex; P02675; FP displacement of FITC-Tn7 peptide from fibrin DD(E); 0% = median of compound wells per plate; inhibition, % at 8.3 µM; 370,000 compounds, 0.13% hits;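 active means inhibition above the mean of compounds falling within the control limits plus 3 SD of them, cut at about 14% in these data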;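 further: 0% = plate median of compound wells and 100% = 10 µM Aha-Tn7 peptide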
Target sequence (P02675 whole entry, looked up): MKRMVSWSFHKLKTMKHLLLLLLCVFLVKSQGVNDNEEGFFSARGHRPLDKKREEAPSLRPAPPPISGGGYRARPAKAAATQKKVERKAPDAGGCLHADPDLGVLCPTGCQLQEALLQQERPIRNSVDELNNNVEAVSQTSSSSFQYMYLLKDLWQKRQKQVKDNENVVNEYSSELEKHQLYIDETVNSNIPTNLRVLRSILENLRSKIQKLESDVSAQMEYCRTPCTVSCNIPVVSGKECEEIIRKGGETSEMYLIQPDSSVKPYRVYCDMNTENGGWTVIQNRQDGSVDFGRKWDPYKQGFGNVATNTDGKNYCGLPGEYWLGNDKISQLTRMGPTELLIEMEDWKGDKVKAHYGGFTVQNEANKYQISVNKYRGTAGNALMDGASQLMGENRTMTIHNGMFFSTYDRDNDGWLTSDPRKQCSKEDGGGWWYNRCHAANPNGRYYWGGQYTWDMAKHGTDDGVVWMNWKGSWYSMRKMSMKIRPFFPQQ
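System: human fibrin DD(E); quantity: Fibrin-DD(E) at 2 µM final; also added: fluorescent Tn7 probe at 0.1 µM; compound dosing: single nominal test concentration of 8.3 µM per compound; schedule: 10 min preincubation, 3 h with tracer, room temperature; detection: fluorescence polarization of the labelled Tn7 tracer; repeats: one replicate per compound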
Tn6 DDE FP: disrupts Tn6 cyclic peptide binding to fibrin D-Dimer-E complex; Fibrin DD(E) TRITC-Tn6 fluorescence polarization displacement; AID 720509; 370,000 compounds, 0.21% hits; P02675; inhibition, % at 8.3 µM;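 active means inhibition above a per-campaign cutoff: mean of compounds within control limits plus 3 SD, cut at about 15% in these data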;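 further: 0% = median of all compound wells on the plate and 100% = blocking peptide control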
* hit, by the source's call; i = inactive; . = not tested or not shown.

SMILES	ADAM10 inh	ASAP1 inh	SIAE inh	PLCb3 inh	ARFGAP1 inh	PLC-gamma1 inh	ADAM17 inh	TDP2 inh	DDE Tn7 FP inh	Tn6 DDE FP
CCCc1ncc(C(O)(c2ccccc2)c2ccc(C)cc2)n1C (stereo not drawn)	-3	-2	0	-3	-13	5	-3	2	1	3
O=[N+]([O-])c1cccc(/C=C/c2nc(C=Nc3ccc4ccccc4c3)c(O)o2)c1	-7	6	1	-2	7	-1	1	-8	1	13
COc1ccc(CC(N)c2csc(Nc3cccc(OC)n3)n2)cc1 (stereo not drawn)	-6	-19	6	0	14	0	-2	-3	1	-6
CC12CS(=O)(=O)CC1SC(=S)N2c1ccccn1 (stereo not drawn)	2	3	-1	2	12	0	-1	3	-1	5
Fc1ccc(-n2nnc(-c3cnc4ccccc4c3)n2)cc1	-4	5	-2	1	-13	0	0	2	1	7
CCOc1ccc2c(c1)c1nnc(SCC3CCCO3)nc1n2C (stereo not drawn)	1	1	1	3	-10	0	-2	8	6	-3
CCOC(=O)c1c(S(=O)(=O)N2c3ccccc3CC2C)c(C)n(C)c1C (stereo not drawn)	0	-3	3	-8	-4	-2	-2	-9	-2	3
CC1CCN(c2c(NCC3CCC(C(=O)NCc4ccccc4)CC3)c(=O)c2=O)CC1 (stereo not drawn)	0	2	4	2	5	4	0	3	-4	1
COC(=O)[C@H]1C[C@@]2(O)CN(S(=O)(=O)c3ccc(C)cc3)C[C@@]2(OC(=O)NCc2ccccc2)C[C@H]1C(=O)OC	-7	-7	1	0	-7	1	-4	3	0	-5
CCOC(=O)C1CCCN(CCC(=O)Nc2ccccc2C)C1 (stereo not drawn)	7	7	-5	10	26*	-6	2	-16	-3	1
Cn1c(NCc2cccnc2)nc2c1c(=O)n(Cc1ccccc1F)c(=O)n2C	-14	4	1	-3	-3	-1	-5	3	4	6
CC(Sc1ccccc1F)C(=O)Nc1cccc(S(=O)(=O)N2CCOCC2)c1 (stereo not drawn)	-2	-3	-3	-4	9	0	-2	-2	8	7
O=C(CCCn1cnc([N+](=O)[O-])n1)Nc1cccc2ccccc12	-5	-9	8	-11	-1	0	-4	4	2	4
Cc1ccc(OCCC(=O)NNC(=O)c2ccc(Br)cc2)cc1	-5	-5	6	-5	4	0	-1	-2	4	0
CCN(CC)CCNc1nc2c(c(=O)n(C)c(=O)n2C)n1C/C=C(/C)Cl	2	15	0	6	2	4	0	1	-4	-4
C[C@@H]1CCCCO[C@@H](CN(C)C(=O)NC2CCCCC2)[C@@H](C)CN([C@H](C)CO)C(=O)c2cc(N(C)C)ccc2O1	-28	13	3	-34	11	-24	-8	5	7	9
Brc1ccc(CSc2nnc(Cc3c[nH]c4ccccc34)o2)cc1	-76	9	-6	-5	-1	-1	8	-2	0	6
CCOC(=O)C1CCN(C(=O)COC(=O)c2ccccc2OCC)CC1	-8	-9	5	-2	3	0	0	-14	8	-7
Fc1ccc(CSc2ncnc3scc(-c4ccccc4)c23)cc1	-1	8	-8	-5	-1	2	-5	-9	-5	-2
O=[N+]([O-])c1cccc2c(S(=O)(=O)N3CCOCC3)cccc12	-2	-11	1	1	2	4	-2	7	-3	-6
COc1ccc(CC(=O)NC(C)c2ccc(S(N)(=O)=O)cc2)cc1S(=O)(=O)N1CCOCC1 (stereo not drawn)	-3	-17	-7	-2	-9	1	0	20	1	-1
Cc1ccc(CNS(=O)(=O)c2ccc3c(c2)CCN3C(=O)CCCC(=O)O)cc1	-8	-7	-3	-3	6	0	1	1	1	-3
Cc1ccc(N(CC(=O)NCc2ccco2)C(=O)CCC(=O)Nc2nccs2)cc1C	7	1	-46	-5	6	1	0	1	-2	-2
C#CCNC(=O)C1=C[C@H](c2ccccc2)[C@@H](CCCO)[C@H](OCC)O1	-11	3	0	1	9	-1	-5	11	3	-2
Cc1ccc(C2=NNC3(CCOC(C)(C)C3)S2)cc1 (stereo not drawn)	-7	-5	6	0	3	0	-3	-8	-12	3

Following part
SMILES	ADAM10 inh	ASAP1 inh	SIAE inh	PLCb3 inh	ARFGAP1 inh	PLC-gamma1 inh	ADAM17 inh	TDP2 inh	DDE Tn7 FP inh	Tn6 DDE FP
CC(=O)c1cccc(N(CC(=O)Nc2ccc(F)cc2F)S(C)(=O)=O)c1	0	4	0	5	-12	3	1	-7	-3	-1
CCOc1ccc(C(=O)Nc2nc3ccccc3[nH]2)cc1OCC	-7	8	-1	-2	13	-6	2	2	-3	-1
Cc1ccccc1CN1[C@@H](C)[C@H](c2ccccc2)Oc2cccc(NCCc3ccccc3)c2S1(=O)=O	-4	-6	-8	1	-15	4	-2	5	-2	9
CC(=O)c1ccc(OCC(=O)OCC(=O)NCc2ccco2)cc1	-2	4	0	-3	-7	-260	-4	-13	-2	-3
CCCCCCCCC(=O)NCCOc1ccc(OC)cc1	-10	-8	7	-3	1	-4	-5	4	-4	0
Cc1ccc(NC(=O)Cn2c(C)csc2=O)cc1	-16	-23	4	-6	-17	2	-2	7	3	-6
Cc1ccc(OCC(=O)N2CCN(c3nnc(-c4ccc(C)cc4)c4ccccc34)CC2)cc1	-6	-2	-4	-2	8	8	-3	-13	2	-4
O=C(Nc1ccc2nn(-c3ccccc3)nc2c1)c1cccnc1	-6	-1	-22	-19	-6	-17	-3	2	-2	-8
O=C1CCCC(O)=C1N=Nc1ccc(Cl)c(Cl)c1	-3	9	10	1	6	0	0	2	2	-5
COc1ccc(CCNc2cc(C)nc3c(-c4ccccc4)cnn23)cc1OC	-280	8	5	-391	-2	-335	-56	-2	-1	2
Cc1cc(C)cc(N(C(=O)CNC(=O)c2ccco2)C(C(=O)NC2CCCC2)c2ccncc2)c1 (stereo not drawn)	-4	6	13	-2	-10	2	1	-7	-6	-7
COC(=O)CCN(C)CCC(=O)OC	0	6	4	5	-2	6	2	-1	-5	0
CCc1nnc(NS(=O)(=O)c2ccc(NC(=O)c3cccc(Cl)c3)cc2)s1	6	-7	-8	-4	-7	0	3	0	2	1
C[C@H](NC(=O)OC(C)(C)C)c1nnc(SCC(=O)Nc2cccc(Cl)c2)o1	2	5	-8	-4	-3	9	4	-21	-9	-4
Cn1c(N2CCOCC2)c(C#N)c2ccccc21	-2	10	8	-1	-6	1	0	6	7	5
COc1ccc(NC(=O)c2cccnc2)cc1OCC(C)C	0	-1	-2	-2	0	-2	-2	15	1	1
CCOc1ccc(NC(=O)CN(C)C(=O)CC2CC3CCC2C3)cc1OCC (stereo not drawn)	-7	2	7	-6	1	0	-4	3	5	2
O=C(NC(c1cccnc1)c1ccc2c(c1)OCO2)C1CCN(CCOc2ccc(Cl)cc2Cl)CC1 (stereo not drawn)	-5	7	0	-1	1	0	-2	-7	-1	4
CCCN1CCC(C(=O)NC(c2ccc(F)cc2)c2ncccc2C)CC1 (stereo not drawn)	4	5	0	-1	-3	3	0	4	1	2
CC(Sc1ccc2c(c1)OCCO2)C(=O)Nc1ccc2c(c1)OCO2 (stereo not drawn)	-19	0	3	2	4	-3	-5	4	6	2
CCc1cccc(C)c1NC(=O)c1cccnc1	3	10	-1	-7	-6	0	-3	20	6	3
O=C(N/N=C/c1cccnc1)c1cc(-c2cccs2)nc2ccccc12	i	-1	-8	i	12	i	-296	4	5	-5
CN1OC[C@@H]2CN[C@H](c3cccc(Oc4ccccc4)c3)C[C@@H]21	-25	15	0	-3	7	-1	-5	-3	-9	-9
CC(=O)c1ccc(OCc2cc(C(=O)N3CCN(c4ccccc4)CC3C)no2)cc1 (stereo not drawn)	4	8	-8	-10	-4	2	4	-4	-9	3
CC(=O)c1c(Nc2cccc(F)c2)oc(C)cc1=O	-4	-6	12	-5	-6	-4	-2	8	-8	9

Further structures follow:
SMILES	ADAM10 inh	ASAP1 inh	SIAE inh	PLCb3 inh	ARFGAP1 inh	PLC-gamma1 inh	ADAM17 inh	TDP2 inh	DDE Tn7 FP inh	Tn6 DDE FP
O=C(NC1CCS(=O)(=O)C1)/C(=C\c1ccc(F)cc1)NC(=O)c1ccccc1 (stereo not drawn)	-1	-7	-4	1	-2	0	0	-2	0	6
CCN(C[C@H]1N[C@@](C)(C(=O)OC)[C@H]2C(=O)N(Cc3ccccc3)C(=O)[C@@H]12)S(=O)(=O)c1ccc(C)cc1	-15	-21	2	3	-16	-2	-2	-14	0	3
COc1cc(/C=N/NC(=O)c2ccncc2)ccc1OC(=O)c1ccccc1Cl	7	14	-45	-4	7	2	1	10	0	-3
COc1cc(OC)cc(C(=O)NCCOC23CC4CC(CC(C4)C2)C3)c1	-1	5	0	-6	9	2	-3	2	2	4
Cc1ccc(-c2csc3ncn(CC#N)c(=O)c23)cc1	-4	-4	-4	-6	1	-7	1	10	-2	0
CN1CCN(CCCNC(=O)C2CC(=O)N(C3CCCCC3)C2)CC1 (stereo not drawn)	-3	-4	-1	0	-8	1	-5	10	7	-1
Cc1nc2scc(C)n2c(=O)c1S(=O)(=O)NCCc1ccccc1	-250	18	1	-37	9	-25	-75	-5	3	-4
Cc1cc(C)cc(N2C(=O)CC(n3nc(C)cc3C)C2=O)c1 (stereo not drawn)	-3	-12	6	3	2	-1	2	-13	-4	-2
CCCCCCCCn1cnc2c(N)c(C)c(C)cc21	7	1	9	4	4	5	8.8*	-18	-8	7
COc1ccc(CN(C)CC(=O)NC(=O)NCc2ccccc2)cc1OC	3	9	0	1	5	0	-4	5	4	3
COC(=O)[C@]12CCCCC=C1N(Cc1ccc(OC)cc1)C(=O)[C@@H]2CC(=O)NCCc1ccccc1OC	9	.	1	3	.	0	-2	-6	11	14
O=C(CSc1nnc(-c2cccnc2)o1)Nc1cccc(Cl)c1	2	-13	-1	-10	4	4	0	1	1	0
O=C1CC(N2CCSCC2)C(=O)N1c1ccc(F)cc1 (stereo not drawn)	-8	5	0	-6	1	0	-6	12	0	2
O=c1oc2c(CN3CCCCC3)c(O)ccc2c2c1CCCCC2	i	2	6	i	8	i	i	-6	5	12

4 entries from above, ordered by molar mass, rising:
SMILES	ADAM10 inh	ASAP1 inh	SIAE inh	PLCb3 inh	ARFGAP1 inh	PLC-gamma1 inh	ADAM17 inh	TDP2 inh	DDE Tn7 FP inh	Tn6 DDE FP
O=C1CC(N2CCSCC2)C(=O)N1c1ccc(F)cc1 (stereo not drawn)	-8	5	0	-6	1	0	-6	12	0	2
O=C(CSc1nnc(-c2cccnc2)o1)Nc1cccc(Cl)c1	2	-13	-1	-10	4	4	0	1	1	0
COc1cc(OC)cc(C(=O)NCCOC23CC4CC(CC(C4)C2)C3)c1	-1	5	0	-6	9	2	-3	2	2	4
COc1ccc(CN(C)CC(=O)NC(=O)NCc2ccccc2)cc1OC	3	9	0	1	5	0	-4	5	4	3
